High-throughput results deposited in PubChem by National Center for Advancing Translational Sciences (NCATS).
D1 antagonist = Antagonist of Human D 1 Dopamine Receptor: qHTS; HEK293 TREx D1 cells, calcium flux, dopamine EC80; active compounds read low; activity change, negative = inhibition, % at 10 µM; 3.2% of 360,000 active; AID 504652, 2011; in the data active means activity change below about -30%; further: on the % scale 0 is the no-effect control and ±100 the full control effect
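After overnight tetracycline induction at 30 C, force-coupled D1 HEK293 cells took up a no-wash calcium dye at room temperature. Compounds were added and monitored 180 s, and the response to EC80 dopamine was then recorded.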
TRHR ag = qHTS for Small Molecule Agonists and Allosteric Enhancers of Human TRH Receptor: Primary Screen for Agonists; activation, % at 2 µM; TRHR cells, calcium flux fluo-8, FDSS agonist mode; 0.18% of 360,000 active; Thyrotropin-releasing hormone receptor (Homo sapiens), P34981; in the data active means activation above about 30%; further: 0% is about no effect
Target sequence (P34981 whole entry, looked up): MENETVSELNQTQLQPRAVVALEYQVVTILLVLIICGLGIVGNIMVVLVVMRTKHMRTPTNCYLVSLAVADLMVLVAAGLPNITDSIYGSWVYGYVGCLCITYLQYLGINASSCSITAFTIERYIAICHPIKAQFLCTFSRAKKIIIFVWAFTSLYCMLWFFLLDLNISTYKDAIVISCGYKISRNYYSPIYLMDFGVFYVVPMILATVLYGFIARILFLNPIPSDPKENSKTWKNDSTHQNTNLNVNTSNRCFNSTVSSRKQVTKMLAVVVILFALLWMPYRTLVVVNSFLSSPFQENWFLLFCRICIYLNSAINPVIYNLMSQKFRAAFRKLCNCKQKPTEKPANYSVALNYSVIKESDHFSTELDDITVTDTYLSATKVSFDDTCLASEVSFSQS
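Fluo-8-loaded TRHR cells; 10 s baseline, compound added, kinetic Ca2+ fluorescence read 1/s, agonist mode.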
RXFP1 antag = qHTS Assay for Antagonists of the Relaxin Receptor RXFP1 | Relaxin receptor 1 (Homo sapiens), Q9HBX9 | HEK293-RXFP1, relaxin-stimulated cAMP HTRF, 30 min; active compounds read low | activity change, negative = inhibition, % at 57.5 µM | 0.59% of 350,000 active;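 active means activity change of -60% or lower, but not beyond a set lower limit; inconclusive means change between -60% and -40%, or beyond the set limit; inactive means change above -40%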; further: on the % scale 0 is the no-effect control and ±100 the full control effect
Anesthetic bind = qHTS Assay for Identification of Novel General Anesthetics | AID 485281, 2010 | 0.074% of 350,000 active | apoferritin/1-aminoanthracene competitive binding, fluorescence | Potency, µM (doses to about 77.5 µM), without a hit: at the highest dose activity change, negative = displacement, actives largely listed as inhibitors; further: potency means the concentration at half of the fitted maximal effect; on the % scale 0 is the no-effect control and ±100 the full control effect; nearly all actives have a fitted effect of over 20% in size
Target sequence (P02791 2-175 limits assumed): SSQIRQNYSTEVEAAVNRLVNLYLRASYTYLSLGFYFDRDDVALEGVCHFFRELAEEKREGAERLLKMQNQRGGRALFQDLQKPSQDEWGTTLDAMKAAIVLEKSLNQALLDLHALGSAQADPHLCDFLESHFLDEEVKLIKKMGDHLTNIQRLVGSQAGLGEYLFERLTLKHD
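10 uM apoferritin + 50% sat. 1-AMA, PBS; cpd 10 min RT; Ex380/Em535 endpoint; normalized to free probe vs complex; 4-param Hill fit; propofol titration as pos. ctrl.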
TRHR PAM = qHTS for Small Molecule Agonists and Allosteric Enhancers of Human TRH Receptor: Primary Screen for Enhancers. enhancement, % at 2 µM. 0.66% of 360,000 active. TRHR cells, fluo-8 calcium fluorescence, EC20 TRH enhancement; in the data active means enhancement above about 30%; further: 0% is about no effect
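TRHR-expressing cells loaded with fluo-8 calcium dye were read kinetically (ex 480/em 530) during compound addition, then stimulated with an EC20 of TRH (10 nM final). Enhancement of the Gq-mediated intracellular calcium response was scored.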
RXFP1 ag = qHTS Assay for Agonists of the Relaxin Receptor RXFP1 | Relaxin receptor 1 (Homo sapiens), Q9HBX9 | HEK293T-RXFP1 cAMP TR-FRET, 30 min; response scale: percent of porcine relaxin response, buffer zero | Potency, µM (series often up to 57.5 µM), inactives show top-dose activation, hits mostly activators | 0.3% of 370,000 active | AID 2676, 2010; further: potency means the concentration at half of the fitted maximal effect; on the % scale 0 is the no-effect control and ±100 the full control effect; nearly all actives have a fitted effect of over 60% in size; many of its hits are not listed in these tables
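HEK293 cells stably expressing RXFP1, treated 30 min at 37C with compounds plus PDE4 inhibitor Ro 20174; cAMP measured by HTRF TR-FRET. Normalized to buffer and 29 nM porcine relaxin; EC50 by Hill fit.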
D1 PAM = Potentiators of Human D1 Dopamine Receptor: qHTS | AID 504651, 2011 | potentiation, % at 10 µM | HEK293 TREx D1 cells, calcium flux, dopamine EC20 potentiation | 0.036% of 360,000 active; in the data active means potentiation above about 30%; further: 0% is about no effect
D2 potentiator = HTS Assay for Positive Allosteric Modulators of the Human D2 Dopamine Receptor: Primary Screen for Potentiators; 0.34% of 340,000 active; potentiation, % at 10 µM; HEK293 T-REx D2, calcium flux, EC20 dopamine potentiation; AID 485347, 2010;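 active means potentiation over 3 SD above the plate norm, cut at about 30% in these data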; further: 0% is about no effect
Target sequence (P14416 whole entry, looked up): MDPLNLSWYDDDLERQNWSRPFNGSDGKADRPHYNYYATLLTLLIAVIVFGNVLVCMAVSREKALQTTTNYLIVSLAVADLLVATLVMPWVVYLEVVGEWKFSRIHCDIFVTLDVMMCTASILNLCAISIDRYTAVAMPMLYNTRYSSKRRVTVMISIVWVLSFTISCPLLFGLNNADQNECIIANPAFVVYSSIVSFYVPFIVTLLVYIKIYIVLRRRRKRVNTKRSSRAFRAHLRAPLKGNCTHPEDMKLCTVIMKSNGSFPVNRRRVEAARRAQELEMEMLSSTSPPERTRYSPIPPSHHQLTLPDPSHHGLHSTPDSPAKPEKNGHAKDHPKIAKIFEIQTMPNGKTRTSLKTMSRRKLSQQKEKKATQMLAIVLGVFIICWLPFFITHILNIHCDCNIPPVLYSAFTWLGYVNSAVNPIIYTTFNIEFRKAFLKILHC
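Using a no-wash calcium dye in inducible, force-coupled HEK293 Trex cells expressing D2, we tracked fluorescence each second for 180 s after compound, then for 180 s after EC20 dopamine to detect augmented signalling.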
D1 ag = Allosteric Agonists of the Human D1 Dopamine Receptor: qHTS | D(1A) dopamine receptor (Homo sapiens), P21728 | HEK293 T-REx D1 cells, calcium flux, agonist mode | activation, % at 2 µM | 1% of 360,000 active | AID 504660, 2011; in the data active means activation above about 30%; further: 0% is about no effect
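Agonism was scored from calcium flux recorded over 180 s (1 read/s) after pintool compound addition, following a 10-cycle baseline. Cells were inducible force-coupled HEK293 TREx D1, plated overnight at 30 C and loaded with no-wash calcium dye.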
The depositor's hits bear a star; u = inconclusive; x = no result given; & = joins results of further samples; [ ] = remark or other dose. Unless noted, the call rests on the fitted dose curve; in most records, active means well fitted curve in the direction sought with a large enough effect; inconclusive means small, poorly fitted or top-dose-only effect, or another doubt; inactive means no such curve, though single readings can be large; an effect the other way counts as inactive or inconclusive.

no.	Structure	D1 antagonist	TRHR ag	RXFP1 antag	Anesthetic bind	TRHR PAM	RXFP1 ag	D1 PAM	D2 potentiator	D1 ag
1	O=C1C(c2ccc(F)cc2)N(Cc2ccc3c(c2)OCO3)C(=O)CN1C1CCCC1 (stereo not given)	14	-0.1	-6	-12%	-5	-0.1%	10	-1	0
2	CC(C(=O)Nc1ccc(C#N)cc1)N(C)CC(=O)Nc1cccc(F)c1 (stereo not given)	4	1.2	6	-6%	-3	2.5%	3	-15	3
3	CC(C)(C)C(=O)Nc1ccc(C(=O)Nc2cc(NC(=O)c3ccc(NC(=O)C(C)(C)C)cc3)cc(C(=O)O)c2)cc1	-2	0.7	5	-12%	5	3.8%	-6	-2	3
4	Cc1ccc(-c2c(C(=O)O)c(C(=O)O)c3n2CSC3)cc1	-5	0.2	13	-10%	-6	-3.9%	0	5	3
5	CC(=O)c1ccccc1NC(=O)CSc1nnc(Cc2csc(C)n2)o1	10	0.6	-4	x	9	4.9%	5	6	3
6	CSc1ncc(C(=O)Nc2cccc(Cl)c2C)c(C)n1	1	0.3	-6	-1%	-5	1.9%	2	-2	2
7	O=[N+]([O-])c1c(NCCCO)cc(SCc2ccco2)c2nonc12	1	-0.8	-1	-11%	-2	1.1%	-9	-3	2
8	O=C(c1cccc(C(F)(F)F)c1)c1c[nH]c(C(=O)NCCCN2CCOCC2)c1	-29	0.3	-2	-15%	2	3.6%	3	-1	1
9	CCOC(=O)c1oc2ccccc2c1CN1CCN(c2ccccc2)CC1	4	-0.3	-9	-2%	-2	3.4%	-2	-33	1
10	CCOC(=O)c1c(NC(=O)CN(CC)CC)sc2c1CCC2	5	-0.3	-17	-7%	-1	1.6%	0	-1	3
11	CCOc1cc(CNS(=O)(=O)c2cn(C)cn2)cc(OCC)c1OCC	1	0.0	14	0%	-10	1.3%	2	2	3
12	COc1cccc(N2CC(C(=O)Nc3nnc(SCC(=O)NC4CCCC4)s3)CC2=O)c1 (stereo not given)	3	-0.1	-5	-15%	2	0.0%	-2	-5	2
13	CCC1CCCCN1S(=O)(=O)c1ccc2c(c1)CCN2C(C)=O (stereo not given)	5	0.3	-5	-8%	2	-0.8%	-2	2	5
14	Fc1ccc(CNc2nc(-c3ccccc3)cc(C(F)(F)F)n2)cc1	-2	-0.6	x	-15%	7	0.9%	0	16	21
15	COC(=O)C1=CN(c2cccc(C(F)(F)F)c2)C=C(C(=O)OC)C1c1ccc(O)c(OC)c1	4	0.6	-3	-15%	6	0.3%	4	-3	2
16	O=C1C=C(c2ccc(Oc3ccccc3)cc2)C[C@@H](c2ccc(Cl)cc2)C1	x	1.5	x	x	3	-0.1%	-4	-3	7
17	O=S(=O)(Nc1ccc(-c2ccc3nncn3n2)cc1)c1ccccc1F	-4	1.2	-10	x	-1	5.4%	3	-11	3
18	CC(C)CCNC(=O)Cn1nc(N2CCN(c3ccccc3)CC2)ccc1=O	-3	0.1	3	u	-9	3.5%	4	-4	-1
19	Cc1cc(C)cc(C(=O)Nc2ccc(-c3nc4ncccc4o3)cc2)c1	-5	-0.7	-4	-7%	15	u	1	12	2
20	Cc1cc(C)c(S(=O)(=O)N2CCCc3ccccc32)c(C)c1	5	-0.1	-7	-1%	-7	2.3%	-9	5	10
21	N#Cc1c(C(F)(F)F)cc(-c2ccccc2)n(N)c1=O	-2	1.0	-5	-10%	-14	0.0%	-4	-2	4
22	COc1ccc(Cl)cc1Nc1ncnc2sc(C)c(S(=O)(=O)N3CCC(C)CC3)c12	-7	0.1	0	-3%	-1	-0.5%	-3	5	2
23	O=C(Cc1ccc(Cl)cc1)Nc1ccc(S(=O)(=O)N2CCOCC2)cc1	29	2.5	-11	u	10	5.1%	1	-7	34*
24	COc1ccc(C(=S)N2CCCC2)cc1OC	-4	0.7	-9	-13%	-2	1.4%	-1	-7	1
25	Cn1c(SCc2ccccc2C#N)nnc1-c1ccncc1	26	0.2	5	-1%	8	-2.8%	-4	-2	-1
26	Cc1cnc(=O)[nH]c1SCc1cccc(C(F)(F)F)c1	10	-0.8	8	u	22	1.2%	-6	1	4
27	C[C@H](NS(=O)(=O)c1ccc(Cl)c(Cl)c1)C(=O)OCc1cc(=O)n2cc(Br)ccc2n1	-20	-0.6	-3	-1%	0	6.5%	-4	-1	0
28	COc1c(F)c(F)c(C(=O)Nc2ccccc2N2CCN(C(C)=O)CC2)c(F)c1F	5	-0.2	-6	-19%	-9	2.2%	-7	12	0
29	CC1CC(=O)Nc2ccccc2N1C(=O)CN1CCN(C=O)CC1 (stereo not given)	-2	-0.7	-3	2%	1	2.0%	-5	2	2
30	CCC(C)NC(=O)CCSc1nc(-c2ccc3c(c2)OCO3)cc(C(F)(F)F)n1 (stereo not given)	-7	1.4	x	-21%	0	10%	-5	0	5

Record cards, as listed above.
COc1cccc(N2CC(C(=O)Nc3nnc(SCC(=O)NC4CCCC4)s3)CC2=O)c1 (stereo not given) across the screens: D1 antagonist: 3; TRHR ag: -0.1; RXFP1 antag: -5; Anesthetic bind: -15%; TRHR PAM: 2; RXFP1 ag: 0.0%; D1 PAM: -2; D2 potentiator: -5; D1 ag: 2
COC(=O)C1=CN(c2cccc(C(F)(F)F)c2)C=C(C(=O)OC)C1c1ccc(O)c(OC)c1 across the screens: D1 antagonist: 4; TRHR ag: 0.6; RXFP1 antag: -3; Anesthetic bind: -15%; TRHR PAM: 6; RXFP1 ag: 0.3%; D1 PAM: 4; D2 potentiator: -3; D1 ag: 2

(further entries)
no.	Structure	D1 antagonist	TRHR ag	RXFP1 antag	Anesthetic bind	TRHR PAM	RXFP1 ag	D1 PAM	D2 potentiator	D1 ag
31	CCc1ccc(-c2nnn(CC(=O)N(C3CCCC3)C3CCS(=O)(=O)C3)n2)cc1 (stereo not given)	-3	1.8	4	x	-4	-0.9%	0	9	0
32	OCC1(Cc2ccccc2)CCCN(C2CCCC2)C1 (stereo not given)	-15	-0.3	6	-6%	1	-0.6%	1	-17	1
33	CCc1ccc(N2CN=c3s/c(=C\c4ccccc4)c(=O)n3C2)cc1	-8	-0.6	-7	-1%	0	-1.6%	3	0	3
34	Cc1ccc(S(=O)(=O)CC(=O)c2ccc(C)c([N+](=O)[O-])c2)cc1	0	0.7	6	1%	3	-0.2%	5	0	4
35	CCCCOc1c(Br)cc(CNCCCN2CCOCC2)cc1OC	5	0.3	-26	-11%	-6	3.1%	0	-6	10
36	Cn1c(C(=O)O)c(C=O)c2ccccc21	-20	0.3	-8	-1%	-1	-0.1%	-2	14	2
37	Cc1cc(C)cc(NC(=O)CSc2ccc(-c3ccco3)nn2)c1	-1	-2.1	-2	u	-8	2.9%	-6	8	2
38	Cc1cc(NC(=O)N2CCC(CN3CCOCC3)CC2)ccc1Br	-12	-0.7	-2	40%[activator]	12	1.0%	-1	2	8
39	Cc1ccc(NC(=O)c2ccc3snnc3c2)cc1C	8&-25	-0.2&-0.5	0	-3%&-5%	-2&2	1.8%&-1.4%	-1&-4	-11&-11	-1&4
40	C/C(=N\NC(=O)c1cccc(N/N=C(\C)c2ccc([N+](=O)[O-])cc2)c1)c1ccc([N+](=O)[O-])cc1	-38*	-0.1	9	-9%	1	-1.8%	-14	-5	0
41	C=CCN(c1ccccc1OC)S(=O)(=O)c1cccc(C(=O)NCc2cccs2)c1	-3	1.2	-9	x	-4	0.1%	0	11	9
42	CCN1CCN(P2(=O)C=C(c3ccccc3)OC(c3ccccc3)=C2)CC1	4	3.2	6	2%	3	0.0%	0	-30	6
43	O=C(CSc1nnnn1C1CC1)N1CCN(Cc2ccccc2F)CC1	-34*	0.0	6	x	-5	1.5%	1	-4	2
44	COc1ccc(NC(=O)CSC2=Nc3ccccc3C3=NC(CC(=O)NCc4ccccc4OC)C(=O)N23)cc1Cl (stereo not given)	11	2.0	-12	-14%	-7	1.0%	-5	-11	4
45	CC(C)C(=O)N1CCN(c2c(Cl)cccc2[N+](=O)[O-])CC1	-6	-0.7	4	-20%	-6	1.3%	-2	3	1
46	CC(=O)c1ccc(-n2c(C)c(C(C)=O)c3cc(O)ccc32)cc1	-22	-0.5	-1	6%	3	-2.2%	4	1	4
47	CCOc1ccc(CCNC(=O)/C=C/c2ccco2)cc1OCC	-6	-1.3	2	-11%	13	1.7%	-4	9	2
48	COc1ccccc1C1NC(=O)CCC1[N+](=O)[O-] (stereo not given)	1	0.9	-5	-3%	-28	0.5%	1	-4	4
49	C=CCOC(=O)C(C#N)c1nc2ccccc2nc1N1CCCC1 (stereo not given)	-1	2.3	-3	-1%	5	0.0%	-1	10	2
50	C/C(CC(=O)NCc1ccccc1)=N\NC(=O)c1cnccn1	1	0.0	1	1%	1	-0.3%	0	-2	-1

Sorted by molecular weight (low to high): three of the compounds above.
no.	Structure	D1 antagonist	TRHR ag	RXFP1 antag	Anesthetic bind	TRHR PAM	RXFP1 ag	D1 PAM	D2 potentiator	D1 ag
45	CC(C)C(=O)N1CCN(c2c(Cl)cccc2[N+](=O)[O-])CC1	-6	-0.7	4	-20%	-6	1.3%	-2	3	1
49	C=CCOC(=O)C(C#N)c1nc2ccccc2nc1N1CCCC1 (stereo not given)	-1	2.3	-3	-1%	5	0.0%	-1	10	2
44	COc1ccc(NC(=O)CSC2=Nc3ccccc3C3=NC(CC(=O)NCc4ccccc4OC)C(=O)N23)cc1Cl (stereo not given)	11	2.0	-12	-14%	-7	1.0%	-5	-11	4

This is a subset; count on the stated rates, not on these rows.
